Screening data (PubChem BioAssay)
Lamin A splicing: changes lamin A minigene splicing in HeLa cells | HeLa LMNA splicing GFP/RFP minigene ratio, 48 h | Potency, µM (highest dose often 46.1 µM), inactives show at the highest dose ratio change, negative = inhibition, most hits filed as inhibitors | 200,000 tested, 0.01% active | AID 1487; active = well fitted inhibition curve with a large enough effect in the signal ratio, with a control signal flat, not every such curve was filed as active; inconclusive = small, poorly fitted or top-dose-only effect, or effect the other way, or a change in a side signal; the % refers to the signal ratio
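S3 HeLa stable clones carrying a lamin A-EGFP splicing minigene plus DsRed2 were seeded at 600 cells/well in Opti-MEM with 2% FBS, pin-dosed and incubated 48 h at 37°C. Acumen cytometry (488 nm) gave the GFP/RFP total-intensity ratio.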
Tau ThT inhib: inhibitors of human tau fibril formation, thioflavin T binding; P10636; recombinant tau K18 P301L (four-repeat tau fragment), heparin-induced fibrillization, ThT fluorescence; Potency, µM (doses to about 57.4 µM), inactives show at the top dose activity, negative = inhibition, actives largely listed as inhibitors; 270,000 tested, 2.1% active; AID 1460; active = well fitted inhibition curve with a large enough effect; inconclusive = small, poorly fitted or top-dose-only effect; also: nearly all actives have a fitted effect of over 55% in size
Target sequence (P10636 561-689 P618L limits assumed): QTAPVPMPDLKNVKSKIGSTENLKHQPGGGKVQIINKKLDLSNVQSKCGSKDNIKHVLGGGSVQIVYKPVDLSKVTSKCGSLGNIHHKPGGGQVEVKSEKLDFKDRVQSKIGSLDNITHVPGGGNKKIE
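Heparin-induced fibrillization of the P301L-mutant K18 repeat-domain fragment of human tau was followed by ThT binding in quantitative high-throughput format.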
Numbers without * were called inactive; ? = inconclusive; [ ] = another dose, or the depositor's remark. % is scaled to controls: 0 for no effect and ±100 for the full control effect; potency is read from the fitted curve at half-maximal effect. This is a subset; the hit share may differ from the screen's.

SMILES	Lamin A splicing	Tau ThT inhib
O=C(NCc1ccc(F)cc1)c1ccc2c(c1)nc1n2CCCCC1	?	0%
CCOC(=O)c1cc(-c2ccc(F)cc2)n(CCC(=O)Nc2ccccc2OC)c1C	-4%[46 µM]	-5%
CCC(Sc1nc2ccccc2c2nc(CCc3c(C)n[nH]c3C)nn12)C(=O)Nc1ccccc1F (stereo not drawn)	3%[46 µM]	-8%
CC(C)(C)c1ccc(C(=O)NCCc2csc(-c3ccc(Cl)cc3)n2)cc1	?	-15%
CCc1ccc(NC(=O)CSc2nc3c([nH]c4ccccc43)c(=O)n2-c2cccc(OC)c2)cc1	?	14%
Cc1ccc(Cl)cc1NC(=O)c1cc(-c2ccc3c(c2)OCCO3)on1	30%[46 µM]	-17%
O=C(NCc1ccccc1)c1cnc2sc(N3CCCC3)nn2c1=O	-8%[46 µM]	3%
COC(=O)c1ccc(Cl)cc1NC(=O)N(Cc1ccc(OC)cc1)C1CCN(C(C)=O)CC1	-4%[46 µM]	0%
Cc1cc(=O)n(Cc2ccccc2)c2c1c(C)nn2-c1ccccc1	?	-17%
Cc1ccc(F)cc1NC(=O)CCc1c(C)nn(-c2ccc(N3CCCCC3)nn2)c1C	14%[46 µM]	-9%
Cn1c(=O)c2c(n3c4ccccc4nc13)NC(=O)CC2c1cccc(Cl)c1 (stereo not drawn)	10%[46 µM]	-2%
O=C(NCCc1csc(-c2cccc(F)c2)n1)C(=O)Nc1cc(F)ccc1F	-1%[46 µM]	-1%
Cc1ccc2c(c1)-c1onc(C(=O)N3CCN(c4cccc(C)c4C)CC3)c1CO2	?	?
CCOC(=O)c1ccccc1Nc1cc(C)nc2nc(-c3ccco3)nn12	?	?
CCOC(=O)Cc1ccc(NC(=O)N2CC(CC)Oc3ccccc32)cc1 (stereo not drawn)	-7%[46 µM]	0%
COc1ccc(NC(=O)CN2CCN(Cc3ccccc3)S2(=O)=O)c(OC)c1	5%[46 µM]	9%
COc1ccc(-n2cc(C(=O)NC(C)c3ccccc3)c3ccccc3c2=O)cc1 (stereo not drawn)	-12%[46 µM]	?
Cc1ccc2c(=O)cc(CSc3ncn[nH]3)[nH]c2c1C	-1%[46 µM]	1%
CCCCN(CCCNC(=O)c1ccc(Sc2ccc(Cl)cc2)c(NC(C)=O)c1)c1ccccc1	?	-3%
CCOc1ccc(C(=O)NCc2nc3cccnc3n2Cc2cccc(OC)c2)cc1	-28%[46 µM]	0%
COc1ccc(CNC(=O)C(=O)NCC(c2ccco2)S(=O)(=O)c2cccs2)cc1 (stereo not drawn)	0%[46 µM]	-7%
CC1CCN(S(=O)(=O)c2nnc(NC(=O)c3ccc(C(C)C)cc3)s2)CC1	11%[46 µM]	2.8µM*
Cc1ccc(-n2nc(C)c3c(C)cc(=O)n(CC(=O)Nc4cc(Cl)ccc4C)c32)cc1	-8%[46 µM]	6%
Cc1ccc(C)c(NC(=O)C(CC(C)C)N2Cc3ccccc3C2=O)c1 (stereo not drawn)	9%[46 µM]	0%
Cc1ccc(-c2nn3c(=O)cc(CN4CCN(C(=O)/C=C/c5ccccc5)CC4)nc3s2)cc1	?	?
CC1=C(C(=O)Nc2cc(C)ccc2C)C2(CCCCCC2)OC1=O	1%[46 µM]	-4%
CC1CCCCN1C(=O)CSc1n[nH]c(-c2ccccc2Cl)n1 (stereo not drawn)	-21%[46 µM]	3%
CC(C)(C)OC(=O)N1CCC(c2c(C(=O)N3CCN(c4ccccn4)CC3)cnn2-c2cccc(F)c2)CC1	4%[46 µM]	-2%
CC(C)C(=O)NCC(c1ccc2c(c1)OCO2)N1CCN(c2ccccc2)CC1 (stereo not drawn)	?	-6%
CC(=O)Nc1nonc1-c1nnc(SCC(=O)Nc2ccccc2)n1-c1ccccc1	5%[46 µM]	0%
Cc1ccc(-n2c(SCC(=O)Nc3ccc4c(c3)OCO4)nc3c([nH]c4ccccc43)c2=O)cc1	-8%[46 µM]	3%
Cc1cc(O)c(C(c2ccccc2Cl)N2CCN(c3ccccc3)CC2)c(=O)n1Cc1ccco1 (stereo not drawn)	?	?
CCOC(=O)c1c(C)oc2ncnc(N3CCN(c4ccccc4)CC3)c12	-19%[46 µM]	-14%
Cc1ccc(NC(=O)CN2C(=O)CCSc3ccc(S(=O)(=O)N4CCCC4)cc32)cc1C	-10%[46 µM]	-8%
CC(C)(C)c1ccc(S(=O)(=O)N2CCC(c3ccncc3)CC2)cc1	?	0%
CCC(Sc1nnc(-c2ccc(F)cc2)c(-c2ccc(F)cc2)n1)C(=O)NC1CCCC1 (stereo not drawn)	-9%[46 µM]	-3%
Cc1ccc(C)c(CNC(=O)CCn2cccn2)c1	0%[46 µM]	0%
CCOc1ccc(NC(=O)c2cc(C)nc3c2c(C)nn3-c2ccc(C)cc2)cc1	22%[46 µM]	-12%
O=C(Cn1c(=O)nc(-c2ccccc2)c2cc(Cl)ccc21)NCc1ccccc1	4%[46 µM]	10%
CCCCc1ccc(NS(=O)(=O)c2ccc(N3CCCCS3(=O)=O)cc2)cc1	?	0%
COc1ccccc1CNC(=O)C1CCN(C2=NS(=O)(=O)C(c3ccc(C)c(C)c3)=C2C)CC1	?	?
O=C(NC1CCCCCC1)C1CCN(C(=O)N2CCOc3ccc(Cl)cc32)CC1	?	22µM*
Cc1ccc(Cl)cc1NC(=O)c1sc2nc(-c3ccccc3)cn2c1C	?	?
COc1ccc(Cn2ccnc2SCC(=O)NC2CCCC2)cc1	?	-6%
CC(C)OCCCNC(=O)C(=O)Nc1c2c(nn1-c1ccccc1)CS(=O)(=O)C2	?	-5%
CCOc1ccc(CC(=O)NCCS(=O)(=O)N2CCN(c3ccc(OC)cc3)CC2)cc1	11%[46 µM]	3%
COc1cc(NC(=O)N2CCC(CN3CCCCCC3)CC2)cc(OC)c1OC	-15%[46 µM]	-11%
CC1CCN(CCCNC(=O)CN2C(=O)CSc3ccc(S(=O)(=O)N4CCCCC4)cc32)CC1	?	7%
O=C(CCn1cnc2onc(-c3ccc(F)cc3)c2c1=O)N1CCN(c2ccccc2)CC1	?	0%
CCCN(CCC)C(=O)Cn1c(SCc2cccc(C(F)(F)F)c2)nc2cccnc21	-10%[46 µM]	-4%

(list continues)
SMILES	Lamin A splicing	Tau ThT inhib
Cc1ccc(-c2cc(C(=O)NCc3ccccc3Cl)c3ccccc3n2)cc1C	15%[46 µM]	2%
CCOc1ccccc1NC(=O)c1c(NCc2cccs2)sc2c1CCC(C)C2 (stereo not drawn)	?	-15%
CCc1ccccc1NC(=O)N1CCC(CN2CCc3ccccc3C2)CC1	-8%[46 µM]	7%
COCCNC(=O)Cn1c(-c2cccs2)cc2cc(Cl)ccc21	?	1%
COc1ccc(NC(=O)NCCc2c(C)nn(C)c2C)c(OC)c1	10%[46 µM]	1%
COc1cc(C(=O)NCC(c2cccs2)S(=O)(=O)c2ccc(F)cc2)cc(OC)c1OC (stereo not drawn)	-3%[46 µM]	-13%
CC(C(=O)Nc1ccc(F)c(Cl)c1)N1Cc2ccccc2C1=O (stereo not drawn)	-5%[46 µM]	-4%
CCc1ccccc1Nc1ncnc2c1cnn2-c1ccc(C)cc1C	?	-2%
CCOCCc1nn2c(=O)cc(COC(=O)c3ccco3)nc2s1	1%[46 µM]	-5%
Cc1ccc(Cl)cc1N1CCN(C(=O)CCS(=O)(=O)c2ccc3c(c2)oc(=O)n3C)CC1	?	-12%
O=C(CS(=O)(=O)c1cccc2nsnc12)Nc1ccccc1Cl	?	0%
CCOc1ccc(NS(=O)(=O)c2ccc3[nH]cc(C(=O)NCCc4ccccc4)c(=O)c3c2)cc1	-5%[46 µM]	2%
CCC(=O)Nc1cccc(-c2nc3cc(C)ccc3o2)c1	5%[46 µM]	-14%
CCOCCc1nn2c(=O)cc(COC(=O)COc3ccccc3Cl)nc2s1	-6%[46 µM]	9%
Cc1cc(C)cc(NC(=O)Nc2ccccc2OCc2cc(=O)n3ccccc3n2)c1	?	?
CN(C1CCCCC1)S(=O)(=O)c1ccc(C(=O)Nc2sc3c(c2C(N)=O)CC(C)(C)NC3(C)C)cc1	11%[46 µM]	-1%
CCOc1ccc(S(=O)(=O)NCCc2csc3nc(-c4cccc(C)c4)nn23)cc1	-3%[46 µM]	-8%
CCOC(=O)c1[nH]c(C)c(CCC(=O)Nc2ccc(N(CC)CC)cc2C)c1C	?	?
Cn1cc(S(=O)(=O)N2CCCCC2)cc1C(=O)Nc1cccc(C#N)c1	-8%[46 µM]	10%
CCCCn1c(SCC(=O)NCc2ccc(C)cc2)nc2c(sc3ccccc32)c1=O	5%[46 µM]	1%
O=C(NCCC1=CCCCC1)c1ccc2c(c1)ncn2-c1ccc(F)c(F)c1	-11%[46 µM]	?
CCC(=O)N1CCc2cc(Br)cc(S(=O)(=O)CCC(=O)Nc3ccc(C)c(C)c3)c21	2%[46 µM]	-3%
COc1ccc(OC)c(CNC(=O)c2c3c(nc4ccccc24)C(=O)N(C2CCCCC2)C3)c1	-21%[46 µM]	8%
CCCSC1=NC2(CCN(C(=O)NC3CCCCC3)CC2)N=C1c1ccc(OC)cc1	?	-14%
COc1ccc(C(=O)Nc2ccc(-c3nnc4n3CCCCC4)cc2)cc1	4%[46 µM]	-3%
CC(Nc1oc(-c2ccc(COc3ccccc3)o2)nc1C#N)c1ccccc1 (stereo not drawn)	?	2%
CCOc1ccccc1NC(=O)Cn1c(=O)n(Cc2ccccc2)c(=O)c2c(C)c(C(=O)N(C)C)sc21	3%[46 µM]	-4%
COc1cccc(CN2CCc3nc(N4CCN(C)CC4)ncc3C2)c1	5%[46 µM]	2%
Cn1nnnc1SCCCNCc1ccc(-c2ccc(Br)cc2)o1	?	-7%
Cc1cc(=O)[nH]c2nnc(SCc3ccc(Cl)cc3Cl)n12	25%[46 µM]	-5%
CCN(CC)c1ccc(NC(=O)CCS(=O)(=O)c2ccc3c(c2)oc(=O)n3C)c(C)c1	-28%[46 µM]	0%
COc1cc(NC(=O)c2oc3c(c2C)-c2nn(Cc4cccc(Cl)c4)cc2CC3)cc(OC)c1	-4%[46 µM]	0%
COc1cccc(N2CCN(c3ncnc4c3nc3n4CCCCC3)CC2)c1	?	?
COc1cc(C(=O)N2CCN(c3ccc(Nc4ccc(C)cc4)nn3)CC2)cc(OC)c1OC	3%[46 µM]	?
Cc1ccc(CNC(=O)CCc2cn(C)c3ccccc23)cc1	-5%[46 µM]	-2%
CCOC(=O)N1CCc2c(sc(NCc3cccc(F)c3)c2C(=O)Nc2ccc(OCC)cc2)C1	?	?
Cn1nnnc1SCCCNCc1cccc(OCc2ccc(Cl)cc2)c1	-18%[46 µM]	-14%
CCOc1cc(C(=O)Nc2ccc(-c3nc4ccccc4s3)cc2Cl)cc(OCC)c1OCC	?	-4%
Cc1ccc(OC(C)C(=O)N2CCN(CCc3ccccn3)CC2)cc1C (stereo not drawn)	23%[46 µM]	7%
Cc1ccc(/C=C/c2onc(C)c2S(=O)(=O)N2CCC(C(=O)Nc3ccccc3C(F)(F)F)CC2)cc1	17%[46 µM]	17%
CC(C)CNS(=O)(=O)c1ccc(N2CCCCS2(=O)=O)cc1	0%[46 µM]	6%
COc1ccc(NC(=O)c2c(NCc3ccc(C)o3)sc3c2CCC(C)C3)c(OC)c1 (stereo not drawn)	?	?
CSc1ncc(C(=O)NCc2ccccc2)c(-c2ccccc2)n1	-6%[46 µM]	-10%
